Source: PubChem
Anthrax LF prot: inhibitors of Bacillus anthracis lethal factor protease | multiplex microsphere protease cleavage assay, LF | AID 588501 | inhibition, % at 10 µM | 360,000 tested, 0.12% active | P15917; also: plate controls were buffer without enzyme for full effect and enzyme alone for no effect
PfHsp40 yeast: compounds rescuing yeast from Plasmodium falciparum HSP40 toxicity | S. cerevisiae expressing PfHsp40, growth rescue, ATP luminescence | growth rescue, % at 12.5 µM | 340,000 tested, 0.68% active | AID 504582; in the data active = growth rescue above about 28%, passing the limit was not always enough; inconclusive = no clear call, values can overlap the other calls;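 also: yeast W303a lacking pdr1 and pdr3 grown in galactose medium; growth measured after three days at 30 °C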
SARS 3CLpro inh: SARS-CoV 3CLpro protease inhibition; recombinant SARS-CoV 3CLpro, quenched FRET peptide cleavage; inhibition, % at 6 µM; 290,000 tested, 0.14% active; AID 1706; in the data active = inhibition above about 12%
Vc quorum ag: induces V. cholerae light production without autoinducers; 350,000 tested, 0.16% active; V. cholerae BH1578 lux reporter, luminescence, 6 h; activation, % at 18.7 µM; in the data active = activation mostly above about 9.7%, no sharp cut-off; inconclusive = no clear call, values can overlap the other calls; inactive = mostly below about 3.7%; also: not every result past the cut was called active; inactives centre near 0; reference of the scale not given here
Y pestis TopoI: inhibitors of Yersinia pestis topoisomerase I; Y. pestis Topo-I cleavage product accumulation, plate reader; activity, % at 10 µM; 360,000 tested, 0.064% active; AID 504884; in the data active = activity above about 50%, passing the limit was not always enough; inconclusive = no clear call, values can overlap the other calls; also: inactives centre near 2
DUSP3 inh: inhibitors of human VHR1 phosphatase (DUSP3); P51452; recombinant VHR phosphatase, pNPP absorbance; inhibition, % at 13.3 µM; 290,000 tested, 0.52% active; in the data active = inhibition above about 50%; also: some compounds called inactive have numbers as strong as hits
TcdB inh: TcdB glycohydrolase inhibition; TcdB glycohydrolase enzymatic assay, plate reader; inhibition, % at 9.99 µM; 350,000 tested, 0.24% active; AID 652162; in the data active = inhibition above about 10%
BoNT-A LC inh2: blocks Botulinum neurotoxin A light chain protease | multiplex microsphere protease substrate cleavage, flow cytometry | inhibition, % at 10 µM | 360,000 tested, 0.17% active; also: plate controls were buffer without enzyme for full effect and enzyme alone for no effect
CCHFV vOTU inh: CCHFV vOTU protease inhibition; 370,000 tested, 0.55% active; inhibition, % at 11.5 µM; Pep-AMC fluorescence; in the data active = inhibition above about 30%; also: 0% = vehicle wells with enzyme and 100% = no enzyme wells
PriA SSB inh: K. pneumoniae PriA-SSBct interaction inhibition; AlphaScreen SSBct-PriA binding, biotinylated peptide; inhibition, % at 33 µM; 430,000 tested, 0.6% active; AID 1272365; in the data active = inhibition mostly above about 37%, no sharp cut-off; inactive = mostly below about 20%;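 also: plate controls were negative control peptide for no effect and reference peptide for full effect; strong numbers were not always called active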
* hit, by the source's call; i = inactive; ? = inconclusive; · = not tested or not shown. Rule as the data show it, unless noted: active = inhibition above about 30%; inconclusive = no clear call, values can overlap the other calls; inactive = below that. This is a subset (hit frequency here may not be typical).

structure	Anthrax LF prot	PfHsp40 yeast	SARS 3CLpro inh	Vc quorum ag	Y pestis TopoI	DUSP3 inh	TcdB inh	BoNT-A LC inh2	CCHFV vOTU inh	PriA SSB inh
Cc1cc(C(=O)NNC(=O)CCCOc2ccccc2)c(C)o1	-1	-1.0	·	-0.9	3	·	-0.6	-1.4	13	-9
O=c1cc(CSc2nnc(-c3cccnc3)n2-c2ccccc2F)nc2sccn12	1	-0.3	-1	-0.4	2	31	0.9	2.5	7	3
O=C(COC(=O)c1ccc(Cl)nc1)NCc1cccs1	-3	1.1	2	i	3	21	1.1	-0.6	-12	-7
Cc1oc(-c2ccc(Cl)cc2)cc1C(=O)/C(C#N)=C/Nc1ccccc1	-2	-0.5	-6	-0.1	0	-14	-0.2	-0.1	-12	·
O=C(NCCCN1CCOCC1)C(=O)NCC1CCCO1 (configuration not stated)	-1	0.4	-2	i	2	-2	·	-0.4	7	-16
c1ccc2[nH]c(NCCCN3CCOCC3)nc2c1	-5	0.8	-3	i	-3	29	·	?	-6	-10
CCc1ccc(CN(C)C(=O)C2CCC(=O)N(Cc3cccc(OC)c3)C2)nc1 (configuration not stated)	4	0.0	-3	-0.4	6	-8	0.2	2.5	7	-9
CCn1c2ccccc2c2cc(NC(=O)COc3ccc(OC)cc3)ccc21	4	-0.9	3	i	-4	27	·	1.7	7	-10

The list goes on:
structure	Anthrax LF prot	PfHsp40 yeast	SARS 3CLpro inh	Vc quorum ag	Y pestis TopoI	DUSP3 inh	TcdB inh	BoNT-A LC inh2	CCHFV vOTU inh	PriA SSB inh
FC(F)Oc1ccc(-n2cc(-c3ccc(Cl)cc3)[n+]3c2CCCCC3)cc1	-9	-1.6	-7	-0.5	0	9	-0.1	-0.8	-3	-6
COc1ccccc1OCc1ccc(C(=O)NCC2CCCO2)o1 (configuration not stated)	-4	0.7	3	i	1	-18	·	0.7	-3	-13
CCCCc1c(-c2ccccc2OC)ncn1Cc1ccc(Cl)cc1	-11	·	·	·	·	·	2.1	-0.8	19	·
CCCCN1CC[C@H]2C=CC[C@@H](C(=O)N3CCN(c4ccccc4)CC3)[C@H]2C1=O	-5	-0.8	·	0.8	8	·	0.0	-0.6	-6	-3
Cc1n[nH]c(=O)nc1N1CCN(c2ccccc2)CC1	0	-0.5	1	0.3	-3	22	·	-0.1	4	-13
Cc1nc2c(Br)cc(Br)cc2cc1O	0	0.7	6	-1.2	8	-11	·	-0.1	5	-8
Cc1ccc(NC(=O)C(C)SCc2nc3sc(C)c(C)c3c(=O)[nH]2)nc1 (configuration not stated)	5	1.5	·	i	-4	·	3.2	1.9	12	-17
CCOc1ccc(NC(=O)c2ccc(NS(=O)(=O)c3cccs3)cc2)cc1	-2	-0.2	-2	-0.2	5	7	0.9	0.1	-2	-8

The results go on.
structure	Anthrax LF prot	PfHsp40 yeast	SARS 3CLpro inh	Vc quorum ag	Y pestis TopoI	DUSP3 inh	TcdB inh	BoNT-A LC inh2	CCHFV vOTU inh	PriA SSB inh
N#Cc1ccc(NC(=O)Nc2ccc(Oc3ccc(NC(=O)Nc4ccc(C#N)cc4)cc3)cc2)cc1	-13	-1.4	1	0.8	-14	-15	1.8	-2.7	14	4
Nn1c(C2COc3ccccc3O2)n[nH]c1=S (configuration not stated)	-2	0.2	-1	-0.5	2	13	2.4	0.7	-1	-6
Oc1ccc2ccccc2c1C=Nc1cc(C(F)(F)F)ccc1N1CCCC1	-8	-0.6	1	0.7	-5	21	·	0.9	-4	-11
Cc1ccc(-c2[nH]ncc2/C=N/n2c(C)nc3ccccc3c2=O)cc1	-4	0.0	4	1.0	5	0	0.2	-0.2	-20	·
CN(CCc1ccccn1)C(=O)c1cc(COc2ccc(F)cc2F)on1	3	-0.2	-1	2.9	0	20	1.0	-2.3	-2	2
Cc1ccc(-c2csc3ncn(CC(=O)NCC(c4ccco4)N4CCCC4)c(=O)c23)cc1 (configuration not stated)	3	-0.3	·	3.4	14	·	1.0	0.5	7	6
CC(=O)N1c2ccc(S(=O)(=O)NCC3CCC(C(=O)NC4CCC(C)CC4)CC3)cc2CC1C (configuration not stated)	-4	-0.2	5	i	5	-22	-1.0	0.1	-2	-9
O=C(Nc1ccccc1-c1ccccc1NC(=O)c1ccco1)c1ccco1	0	-0.4	-1	-0.4	4	22	·	-0.3	11	12

(more compounds)
structure	Anthrax LF prot	PfHsp40 yeast	SARS 3CLpro inh	Vc quorum ag	Y pestis TopoI	DUSP3 inh	TcdB inh	BoNT-A LC inh2	CCHFV vOTU inh	PriA SSB inh
CCOC(=O)c1sc(NC(=O)c2cccc(S(=O)(=O)N3CCN(C)CC3)c2)cc1C	3	-0.6	2	1.9	-13	14	·	0.4	9	-1
Cc1cn(CC(=O)NCC2CCCO2)c(=O)[nH]c1=O (configuration not stated)	-6	-2.2	·	-0.7	-7	·	0.1	-0.2	-6	-3
O=C(O)c1cc([N+](=O)[O-])c(NCCC2=CCCCC2)c([N+](=O)[O-])c1	0	16	7	-0.5	0	-3	0.6	0.1	9	10
CCC(C(=O)NC1CCCC1)N(C(=O)Cn1nnc(-c2ccc(C)o2)n1)c1ccc(F)cc1 (configuration not stated)	5	0.4	-3	i	4	53*	1.8	-1.1	-3	-6
Cc1cnc(C(=O)OCC(=O)Nc2cc(S(=O)(=O)N3CCCCC3)ccc2Cl)cn1	-1	0.2	-4	i	4	2	-0.1	0.9	0	-3
CCCNC(=O)CCCN1C(=O)c2ccccc2Sc2ncccc21	-3	17	3	-0.5	-8	-20	1.2	3.1	-11	-18
CCCCCCC(Cl)(Cn1ccnc1)c1ccccc1 (configuration not stated)	-7	255*	·	-0.4	20	·	1.8	0.6	4	3
CCCOc1ccc(/C=N/Nc2cccc([N+](=O)[O-])c2)c(O)c1	-3	0.2	-4	0.1	-26	14	·	-0.1	-2	·

Continued.
structure	Anthrax LF prot	PfHsp40 yeast	SARS 3CLpro inh	Vc quorum ag	Y pestis TopoI	DUSP3 inh	TcdB inh	BoNT-A LC inh2	CCHFV vOTU inh	PriA SSB inh
C=CCNC(=O)c1ccc2c(=O)n(Cc3ccccc3OC)c(=S)[nH]c2c1	-3	0.3	1	i	0	14	-0.2	-3.1	-5	-6
CCOC(=O)c1cnn(-c2ccc([N+](=O)[O-])cc2)c1N	-7	-0.7	2	i	0	4	-1.9	2.1	-4	-1
O=c1oc2ccccc2c(Nc2cccc3ccccc23)c1[N+](=O)[O-]	1	-1.0	-3	-0.5	3	-15	·	1.8	7	3
CC(=O)Nc1ccc(C(=O)OCC(=O)N2CCN(C(=O)c3ccco3)CC2)cc1	-8	0.1	·	-5.5	-9	·	-1.2	-0.3	-15	-10
COc1ccc(CCNc2nc(-c3ccc(NC(C)=O)cc3)cs2)cc1OC	0	0.1	3	-2.2	-8	0	1.3	0.3	-4	11
CCOC(=O)Cc1[nH]nc2c1C(c1ccsc1)C(C#N)=C(N)O2 (configuration not stated)	-3	-1.6	0	-1.5	6	23	-0.6	-0.2	-4	-18
CC(C)C(NC(=O)Cc1ccccc1[N+](=O)[O-])C(C)C	1	0.9	-1	-0.2	0	5	·	-0.5	-1	-5
COc1ccc(C(=O)N/C(=C/c2ccco2)C(=O)N2CCCCCC2)cc1	-1	-0.7	0	0.1	14	0	0.9	1.6	2	6

Additional entries follow:
structure	Anthrax LF prot	PfHsp40 yeast	SARS 3CLpro inh	Vc quorum ag	Y pestis TopoI	DUSP3 inh	TcdB inh	BoNT-A LC inh2	CCHFV vOTU inh	PriA SSB inh
CCCCn1c(-c2ccco2)nc2oc3ccccc3c(=O)c2c1=O	23	-1.4	4	-0.4	9	22	-0.2	-1.4	-2	-6
Cc1cccc(NC(=O)COC(=O)CCc2c[nH]c3ccccc23)c1	-4	-1.4	·	i	7	·	-0.4	-2.1	15	-5
CN(C)C(CNC(=O)CCCOc1ccccc1)c1ccco1 (configuration not stated)	-3	-0.9	2	-1.4	-5	16	·	?	-13	-8
C/C(N)=C(/C#N)C(=O)COC(=O)c1ccccc1Cc1ccccc1	-9	-1.1	3	-0.1	29	13	3.1	-0.9	-9	-16
Cc1ccc(S(=O)(=O)N2CCCCC2)cc1NC(=O)CSc1ccc2c(c1)OCCO2	0	0.0	4	-0.2	-5	0	·	0.8	8	10
Cc1c(C)n(C)c2ccc(C(=O)NCCCN3CCOCC3)cc12	-3	-1.5	-4	-0.3	1	9	0.8	1.9	10	12
CCOC(=O)N1CCN(C(=S)NC(=O)c2ccc(F)c(F)c2)CC1	-3	23	4	i	2	22	11*	-0.1	11	-9
CN1CCN(C2CN(CCc3ccccc3)S(=O)(=O)C2)CC1 (configuration not stated)	3	·	·	·	·	·	0.1	-0.7	8	·

(more compounds)
structure	Anthrax LF prot	PfHsp40 yeast	SARS 3CLpro inh	Vc quorum ag	Y pestis TopoI	DUSP3 inh	TcdB inh	BoNT-A LC inh2	CCHFV vOTU inh	PriA SSB inh
CN(C)c1cccc(C(=O)OCCCC(=O)c2ccc(F)cc2)c1	3	-0.5	·	i	16	·	1.9	-0.3	4	-10
O=C(COc1ccc2c(c1)OCO2)Nc1ccccc1F	2	0.4	2	-0.3	-1	19	-0.5	-0.2	1	8
CCOc1ccc(NC(=O)NCC2CCN(c3ccc(OC)cc3)C2)cc1 (configuration not stated)	-3	0.5	5	-0.5	-11	20	·	-0.4	-10	6
CCOc1ccccc1N1CC(C(=O)NCCOc2ccccc2OC)CC1=O (configuration not stated)	·	-1.4	4	-0.8	5	9	-0.7	·	-5	6
COc1ccc(S(=O)(=O)N2CCOCC2)cc1NC(=O)C1CCN(S(=O)(=O)c2ccc(Cl)cc2)CC1	-3	-1.6	·	-2.8	24	·	0.4	-0.3	1	18
CCOc1ccc(Br)cc1CNCc1cccnc1	-9	-1.8	-3	i	3	-16	2.7	-1.8	-11	0
O=C1CC(=O)Nc2cc(S(=O)(=O)Nc3ccc(F)cc3Cl)ccc2N1	-6	15	1	-0.2	4	17	0.9	-0.5	-3	-6
Cc1cc(C)cc(N2C(=O)CC(Sc3ncn[nH]3)C2=O)c1 (configuration not stated)	0	1.0	9	-0.8	7	6	1.1	-0.9	11	-12

Later entries.
structure	Anthrax LF prot	PfHsp40 yeast	SARS 3CLpro inh	Vc quorum ag	Y pestis TopoI	DUSP3 inh	TcdB inh	BoNT-A LC inh2	CCHFV vOTU inh	PriA SSB inh
Cc1noc(C)c1COc1cccc(C(=O)N(C)Cc2cccs2)c1	5	-1.7	·	i	21	·	0.3	0.5	-7	3
O=C1C(Nc2ccccc2)=C(NS(=O)(=O)c2ccccc2)C(=O)c2ccccc21	2	-0.7	2	1.5	1	-7	·	-0.3	-6	-5
CCOC(=O)C1(COCc2ccccc2)CCCCC1=O (configuration not stated)	-3	·	·	i	2	·	0.1	-0.5	0	·
O=C(N/N=C/c1cc2c(cc1[N+](=O)[O-])OCO2)c1ccc2c(c1)OCO2	-1	-0.1	-1	-0.1	-11	12	-0.1	-2.2	17	·
COc1ccccc1-c1sc2ccccc2c1-c1ccc(OCCN2CCOCC2)cc1	-10	0.3	·	-0.4	42	·	0.3	-0.6	6	3
CCCCNC(=S)Nc1ccc(SC(F)F)cc1	-8	-0.3	-3	-0.2	-3	-21	1.7	0.1	-1	-10
CCOc1ccc(S(=O)(=O)N2CCCCC2)cc1NC(=O)CN1C(=O)NC(C)(C2CC2)C1=O (configuration not stated)	-3	0.2	·	i	1	·	-0.2	-0.4	-1	-3
CC(C)CNC(=O)CCCc1c[nH]c2ccccc12	0	1.1	-1	-0.3	3	-6	·	0.3	-3	1
COc1ccc(C(C)=O)cc1Cn1c(C)c(C(=O)NCc2ccc(C(F)(F)F)cc2)sc1=O	-10	·	·	-0.4	-7	·	0.5	-1.3	15	·
Cc1ccn2c(=O)c(NC(=O)c3ccc(Br)o3)c(C)nc2c1	-2	-1.1	·	i	-7	·	-0.7	-1.4	11	-2
Cc1ccc(SCc2cc(=O)[nH]c(Nc3nc(C)c4ccc(C)cc4n3)n2)cc1	-1	0.2	1	-0.4	113*	-7	0.3	-0.5	2	-2
